NCI-60 one-dose screen, 48 h, at 10 µM unless noted. Numbers give growth in % (100 = growth as untreated, 0 = no growth, -100 = all killed).
OVCAR-3: OVCAR-3 ovarian cancer; 79,000 compounds, 7% hits; AID 1794787
ACHN: ACHN renal cancer; 81,000 compounds, 4.9% hits
OVCAR-5: OVCAR-5 ovarian cancer | 82,000 compounds, 2.9% hits | AID 1794783
OVCAR-8: OVCAR-8 ovarian cancer; 81,000 compounds, 4.4% hits; AID 1794782
A498: A498 renal cancer cells | 76,000 compounds, 5.4% hits
TK-10: TK-10 renal cancer cells | 81,000 compounds, 3.9% hits | AID 1794769
RXF 393: RXF 393 renal cancer cells; 77,000 compounds, 6.9% hits; AID 1794773
CAKI-1: CAKI-1 renal cancer | AID 1794772 | 75,000 compounds, 4.7% hits
An asterisk follows results filed as active; . = no result given; & = joins results of further samples. Rule for the calls: active = growth percent below 10; inactive = the rest.

Below each SMILES: OVCAR-3, ACHN, OVCAR-5, OVCAR-8, A498, TK-10, RXF 393, CAKI-1
- COc1ccc(-c2csc(-n3[nH]c(=O)ccc3=O)n2)cc1
 : 100, 94, 106, 96, 101, 107, 94, 98
- Nc1nc2ccc(CNc3ccc(C(=O)NC(CC(=O)O)C(=O)O)cc3)cc2c(=O)[nH]1 (stereo not drawn)
 : 58, 33, 52, 13, 93, 82, ., .
- C=C1C(=O)O[C@H]2[C@H]1CC/C(COC(=O)NCCCCNC(=O)OC/C1=C/CC[C@@]3(C)O[C@H]3[C@H]3OC(=O)C(=C)[C@@H]3CC1)=C\CC[C@@]1(C)O[C@@H]21
 : -8.8*, 57, 4.4*, 13, 95, 20, -30*, 77
- O=C1NC(=O)C(Cc2ccc(OCc3ccc(-c4ccc(Cl)cc4Cl)cc3)cc2)S1 (stereo not drawn)
 : 66, 55, 81, 43, 83, 73, 76, 33
- CS(=O)(=O)c1ccc(-c2nc3ccccn3c2/C=N/Nc2ccc(Cl)cc2)cc1
 : 113, 93, 101, 96, 89, ., 104, 86
- Cc1nc(C(F)(F)F)c(F)c(=O)[nH]1
 : 107, 106, 102, 96, 94, 82, 102, 97
- N#CCCN(CCc1ccccc1)C(=O)C(Cl)Cl
 : 110, 106, 110, 117, 95, 108, 105, 98
- Cc1cc(C#Cc2ccc(C(C)(C)C)cc2)ccc1-n1c(/C=C/c2ccc3ccccc3c2)nc2ccccc2c1=O
 : 106, 93, 75, 106, 103, 98, 106, 95
- N#Cc1nc(-c2ccccc2)oc1S(=O)(=O)n1nc(-c2ccccc2)cc1N
 : 105, 102, 103, 93, 110, 115, 104, 92
- N=C1NC(=O)SC1N=Nc1ccccc1 (stereo not drawn)
 : ., 99, 97, 99, ., 106, 108, 90
- CC(=O)[C@H]1CCC2C3CC=C4C[C@@H](O)CC[C@]4(C)C3CC[C@@]21C (stereo partly drawn)
 : 108, ., ., 107, 98, 123, 108, 86
- CCOCc1nc2nc(Cl)c(Cl)nc2[nH]1
 : 113, 106, 113, 100, 90, 100, 105, 91
- COc1cc2oc(-c3cccc(NC(=O)[C@@H](NC(=O)[C@@H](N)C(C)C)C(C)C)c3)cc(=O)c2c(OC)c1OC
 : 104, 91, 106, 89, 134, 97, 111, 73
- COC(=O)CC1SC(c2ccc(F)cc2)N(c2nnc(COc3ccc(F)cc3)s2)C1=O (stereo not drawn)
 : 166, 99, 102, 111, 111, 154, 101, .
- Cn1cnc([N+](=O)[O-])c1/C=C1\Oc2ccccc2C1=O
 : 106, 114, 113, 91, 106, 115, 108, 93
- NS(=O)(=O)c1ccc(-n2ncc(NC(=O)Nc3ccc(Cl)cc3)c2-c2ccccc2)cc1
 : 107, 111, 107, 91, 100, 97, ., .
- O/N=C(\CSc1nnc(-c2ccccc2)o1)c1ccccc1
 : 103, 100, 100, 103, 88, 93, 96, 90
- COc1ccc(OC)c(/C=C2\SC(=O)N(Cc3ccc(-c4ccccc4C#N)cc3)C2=O)c1
 : 99, 94, 108, 96, 119, 114, 114, 76
- Nc1nc(Cl)cc(NCCCCNc2cc(Cl)nc(N)n2)n1
 : ., 107, 95, 99, 174, 111, 123, .
- CN(C)CN1C(=O)c2ccccc2C1=O
 : 93, 103, 90, 102, 90, 106, 102, 73
- S=c1nc[nH]c2nc[nH]c12
 : 30, 50, 45, 27, 71, 33, 63, 7.1*
- Cc1ccc(NC(=O)Nc2sc3c(c2C#N)CCCC3)cc1
 : 105, 101, 103, 101, ., 108, 102, 97
- Cc1ccc(CN2C(=O)C3(NCCc4cc(O)ccc43)c3cc(Cl)ccc32)cc1 (stereo not drawn)
 : 105, 102, 100, 106, 97, 108, 103, 84
- Cc1cnc(C=O)c2cccc([N+](=O)[O-])c12
 : 101, 86, 95, 87, 106, 108, 93, 86
- Cn1c(=O)[nH]c(=O)c2nc(/C=C(\O)c3ccc(Br)cc3)c(=O)[nH]c21
 : 111, 98, 112, 105, 99, 122, 109, 97
- O=[N+]([O-])c1ccc(N/N=C/c2ccccc2)nc1
 : 113, 104, 114, 110, 119, 108, 127, 100
- CC(C)[C@@H]1CC[C@@H](C)C[C@H]1OC(=O)NN
 : 108&109, 96&111, 102&95, 97&107, 101&81, 103&96, 94&111, 84&103
- CCCCSc1nc(N/N=C/c2cc(Cl)ccc2O)c(C#N)c(-c2ccc(F)cc2)n1
 : 107, 92, 110, 85, 110, 99, 94, 82
- N=c1c2c(-c3ccccc3)c(-c3ccccc3)n(Cc3ccccc3)c2ncn1CCCO
 : 8.8*, 26, 56, 33, 18, 35, 13, 14
- O=c1[nH]c2ccccc2cc1-c1nnc(COc2ccc3ccccc3c2)o1
 : 107, 106, 94, 102, 110, 114, 112, .
- COc1ccccc1N1CCN(C2=NN=C(c3cccc(Cl)c3)c3ccccc3C2)CC1
 : -31*, 28, 40, 13, -17*, 28, ., 30
- Cc1c(N=Nc2cc(N=Nc3ccc(N=Nc4ccc(O)c(C(=O)O)c4)cc3)c(N)cc2N)cccc1S(=O)(=O)O
 : 100, 91, 98, 95, 90, 112, 99, 85
- Cc1c(O)cc(C(=O)CCl)c(O)c1C
 : 109, 101, 118, 102, 116, 120, 110, 87
- O=C(NNc1ccccc1)C(=O)NNc1ccccc1
 : 85, 49, 79, 62, 97, 53, 112, 24
- N#C/C(C(=O)Nc1ccc(S(N)(=O)=O)cc1)=C1\C(=O)N(Cc2ccccc2)c2ccc(Cl)cc21
 : 73, 51, 89, 75, ., 66, 42, 52
- O=C1c2ccccc2C(=O)c2c1cc(O)c(O)c2O
 : 102, 90, 104, 95, 107, 86, 108, 95
- COc1nc(OC)nc(-c2cnc3cc(N(C)C)ccc3c2)n1
 : 109, 96, 104, 97, 99, 137, 126, 94
- C#CCOc1cc(/C=N/Nc2nc(-c3ccccc3)cs2)ccc1O
 : 93, 46, 92, 96, 104, 93, 128, 48
- CCOc1ccc2nc(C)cc(Nc3ccc(Br)cc3)c2c1
 : 107, 100, 98, 98, 79, 119, 110, 97
- N#CC(c1ccccc1)C(Cc1ccccc1)c1ccccc1 (stereo not drawn)
 : 98, 107, 107, 103, 102, 89, 107, 77
- Cc1cccnc1NC(=O)CNC(=O)C(C)c1ccc(CC(C)C)cc1 (stereo not drawn)
 : 114, 111, 106, 100, 99, ., 116, 91
- O=S(=O)(Nc1cc(Br)c(O)c2ccccc12)c1ccc(F)cc1
 : -0.4*, 71, 113, 3.1*, 90, 123, 102, 80
- CCCCCC(=O)N1CCCCC1
 : 116, 109, 104, 116, 103, 166, 181, .
- CC(Nc1ccc2c(c1)C(=O)c1ccccc1C2=O)C(=O)Nc1ccc2c(c1)C(=O)c1ccccc1C2=O (stereo not drawn)
 : 90, 67, 108, 90, 93, ., 98, 79
- O=C(NCCCO)NCN1C(=O)c2cccc3cccc(c23)C1=O
 : 112, 100, 108, 99, 107, 101, 109, 101
- Cc1cc(NC(=O)c2ccc(N)cc2)ccc1N=Nc1ccc2c(O)c(N=Nc3ccc4cc(S(=O)(=O)O)ccc4c3)c(S(=O)(=O)O)cc2c1
 : 103, 98, 127, 99, ., 105, 109, .
- C[C@@H]1O[C@H]1P(=O)(O)O
 : 129, 99, 106, 103, 117, 107, ., 95
- NCCCN1CCCC1
 : 119, 98, 97, 101, 91, 118, 122, 79
- CCN(CC)CCNc1ccc(C)c2sc3cc(Cl)ccc3c(=O)c12
 : 59, 28, 64, 46, 53, 51, 13, .
- Cc1ccc(S(=O)(=O)N(CCOc2ccc(/C(N)=N/Cl)cc2)CCOc2ccc(/C(N)=N\Cl)cc2)cc1
 : 84, 102, 101, 92, 85, 124, 73, 105

New compounds follow
Below each SMILES: OVCAR-3, ACHN, OVCAR-5, OVCAR-8, A498, TK-10, RXF 393, CAKI-1
- O=C(CC(O)(c1ccccc1)c1ccccc1)Nc1ccccn1
 : 106, 101, 96, 94, 93, 97, 110, 86
- C=C(Cl)CNC
 : 111, 101, 105, 104, 100, 116, 128, 95
- ClCC1CSC(c2ccccc2)O1 (stereo not drawn)
 : 114, 104, 106, ., 128, 102, ., .
- CN(C)CCOC(=O)Nc1ccccc1C(F)(F)F
 : 109, 102, 117, 100, 105, 101, 101, 95
- COc1cc(-c2cc(=O)oc3cc(O)ccc23)cc(OC)c1OC
 : 88, 89, 103, 85, 101, 110, ., 74
- C=CCNC(=S)NCC=C
 : 128, 108, 101, 109, 101, 146, 177, .
- Cn1cccc1C(=O)C1C(c2cccc([N+](=O)[O-])c2)C2C3CCCCC3CN2C12C(=O)Nc1ccc(Cl)cc12 (stereo not drawn)
 : 70, 60, 68, 64, 86, 103, -17*, 17
- O=C(O)CCCCCCC[C@@H](O)[C@@H](O)CCCCCCO
 : 113, 110, 106, 103, 112, 111, 102, 108
- CCOC(=O)c1ccc(-n2c(C)nc3cc(Cl)ccc3c2=O)cc1
 : 98, 105, 93, 106, 88, 115, 100, 95
- CCN(CC)CCSC(=O)C(O)(c1ccccc1)C1CCCC1 (stereo not drawn)
 : 121, 105, 95, 98, 96, 120, 82, 92

A run of entries of the results above, as a working copy:
Below each SMILES: OVCAR-3, ACHN, OVCAR-5, OVCAR-8, A498, TK-10, RXF 393, CAKI-1
- O=C(NCCCO)NCN1C(=O)c2cccc3cccc(c23)C1=O
 : 112, 100, 108, 99, 107, 101, 109, 101
- Cc1cc(NC(=O)c2ccc(N)cc2)ccc1N=Nc1ccc2c(O)c(N=Nc3ccc4cc(S(=O)(=O)O)ccc4c3)c(S(=O)(=O)O)cc2c1
 : 103, 98, 127, 99, ., 105, 109, .
- C[C@@H]1O[C@H]1P(=O)(O)O
 : 129, 99, 106, 103, 117, 107, ., 95
- NCCCN1CCCC1
 : 119, 98, 97, 101, 91, 118, 122, 79
- CCN(CC)CCNc1ccc(C)c2sc3cc(Cl)ccc3c(=O)c12
 : 59, 28, 64, 46, 53, 51, 13, .
- Cc1ccc(S(=O)(=O)N(CCOc2ccc(/C(N)=N/Cl)cc2)CCOc2ccc(/C(N)=N\Cl)cc2)cc1
 : 84, 102, 101, 92, 85, 124, 73, 105
- O=C(CC(O)(c1ccccc1)c1ccccc1)Nc1ccccn1
 : 106, 101, 96, 94, 93, 97, 110, 86
- C=C(Cl)CNC
 : 111, 101, 105, 104, 100, 116, 128, 95
- ClCC1CSC(c2ccccc2)O1 (stereo not drawn)
 : 114, 104, 106, ., 128, 102, ., .
- CN(C)CCOC(=O)Nc1ccccc1C(F)(F)F
 : 109, 102, 117, 100, 105, 101, 101, 95
- COc1cc(-c2cc(=O)oc3cc(O)ccc23)cc(OC)c1OC
 : 88, 89, 103, 85, 101, 110, ., 74
- C=CCNC(=S)NCC=C
 : 128, 108, 101, 109, 101, 146, 177, .
- Cn1cccc1C(=O)C1C(c2cccc([N+](=O)[O-])c2)C2C3CCCCC3CN2C12C(=O)Nc1ccc(Cl)cc12 (stereo not drawn)
 : 70, 60, 68, 64, 86, 103, -17*, 17
- O=C(O)CCCCCCC[C@@H](O)[C@@H](O)CCCCCCO
 : 113, 110, 106, 103, 112, 111, 102, 108
- CCOC(=O)c1ccc(-n2c(C)nc3cc(Cl)ccc3c2=O)cc1
 : 98, 105, 93, 106, 88, 115, 100, 95
- CCN(CC)CCSC(=O)C(O)(c1ccccc1)C1CCCC1 (stereo not drawn)
 : 121, 105, 95, 98, 96, 120, 82, 92

Further structures follow.
Below each SMILES: OVCAR-3, ACHN, OVCAR-5, OVCAR-8, A498, TK-10, RXF 393, CAKI-1
- Cc1ccc(OCC(O)CN2CCN(c3cccc(Cl)c3)CC2)cc1 (stereo not drawn)
 : 107, 105, 113, 88, 110, 117, 126, 91
- O=C(Nc1ccc(OS(=O)(=O)c2ccc(C(F)(F)F)cc2)cc1)c1ccc(Cl)cc1
 : 99, 100, 112, ., 93, 88, 105, 85
- COc1ccc(-c2cc3c(=N)n(NC(=O)c4ccccc4)cnc3o2)cc1
 : 106, 105, 111, 102, 92, 130, 98, 95
- O=C(/C=C/c1ccc2ccccc2c1)Nc1ncc(Cc2ccccc2Cl)s1
 : 118, 101, 91, 96, 109, 103, 111, 90
- O=c1cc(-c2ccccc2)oc2c1ccc1ccccc12
 : 107, 77, 96, 82, 73, 108, 91, 91
- CCCCCCN1C(=O)C2=C(c3ccc(Cl)cc3)Nc3c(c(C)nn3-c3ccccc3)C2c2ccccc21 (stereo not drawn)
 : 93, 97, 100, 92, 88, 107, 84, 75
- CCCCOC(=O)c1ccccc1Cl
 : 124, 109, 105, 104, 110, 105, 97, 103
- CC1(C)CC[C@]2(C(=O)Nc3ccccn3)CC[C@]3(C)C(=CC[C@@H]4[C@@]5(C)CCC(=O)C(C)(C)[C@@H]5CC[C@]43C)[C@@H]2C1
 : 111, 110, 112, 103, 85, 108, 108, 84
- COc1cc(C2Cc3cnccc3-c3nc(N)c4ccncc4c32)cc(OC)c1OC (stereo not drawn)
 : 89, 99, 106, 99, 58, 96, 84, 89
- O=c1c(S(=O)(=O)c2ccccc2)cc2c(n1Cc1ccccc1)-c1cnn(-c3ccc(Cl)cc3)c1CC2
 : 88, 80, 85, 84, 57, 111, 66, 66

Two records drawn at random from the list so far:
Below each SMILES: OVCAR-3, ACHN, OVCAR-5, OVCAR-8, A498, TK-10, RXF 393, CAKI-1
- O=c1cc(-c2ccccc2)oc2c1ccc1ccccc12
 : 107, 77, 96, 82, 73, 108, 91, 91
- COc1cc(C2Cc3cnccc3-c3nc(N)c4ccncc4c32)cc(OC)c1OC (stereo not drawn)
 : 89, 99, 106, 99, 58, 96, 84, 89

Other records follow:
Below each SMILES: OVCAR-3, ACHN, OVCAR-5, OVCAR-8, A498, TK-10, RXF 393, CAKI-1
- COC(=O)c1c2c(c(C)[n+]([O-])c1C)C(=O)C(NCc1ccc(F)c(Cl)c1)=CC2=O
 : -21*, 31, 38, -15*, 78, 59, 36, 34
- CCOC(=O)C(=O)Nc1ccc2c(ccn2C(=O)c2cccc(F)c2)c1
 : ., 80, 92, 93, 84, 98, 104, 93
- COc1ccc(C2CCCCC2SCC(=O)O)cc1OC (stereo not drawn)
 : 110, 95, 96, 96, 113, 101, 86, 98
- N#CCCN=Nc1c(O)[nH]c2ccc([N+](=O)[O-])cc12
 : 103, 96, 97, 102, 94, 108, 106, 86

Screening results from PubChem BioAssay.

Only part of the results is shown; count on the stated rates, not on these rows.
